TRPC6 activator = mouse TRPC6 channel activation. B-score at 10 µM. 0.13% of 310,000 active. HEK293-TRPC6 membrane potential dye fluorescence; hits give high values. Q61143;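 active = B-score of the integrated fluorescence ratio above library mean plus 3 SD, and starting fluorescence ratio within library mean plus 5 SD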;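 also: higher score means more depolarization so channel activation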
Target sequence (Q61143 whole entry, looked up): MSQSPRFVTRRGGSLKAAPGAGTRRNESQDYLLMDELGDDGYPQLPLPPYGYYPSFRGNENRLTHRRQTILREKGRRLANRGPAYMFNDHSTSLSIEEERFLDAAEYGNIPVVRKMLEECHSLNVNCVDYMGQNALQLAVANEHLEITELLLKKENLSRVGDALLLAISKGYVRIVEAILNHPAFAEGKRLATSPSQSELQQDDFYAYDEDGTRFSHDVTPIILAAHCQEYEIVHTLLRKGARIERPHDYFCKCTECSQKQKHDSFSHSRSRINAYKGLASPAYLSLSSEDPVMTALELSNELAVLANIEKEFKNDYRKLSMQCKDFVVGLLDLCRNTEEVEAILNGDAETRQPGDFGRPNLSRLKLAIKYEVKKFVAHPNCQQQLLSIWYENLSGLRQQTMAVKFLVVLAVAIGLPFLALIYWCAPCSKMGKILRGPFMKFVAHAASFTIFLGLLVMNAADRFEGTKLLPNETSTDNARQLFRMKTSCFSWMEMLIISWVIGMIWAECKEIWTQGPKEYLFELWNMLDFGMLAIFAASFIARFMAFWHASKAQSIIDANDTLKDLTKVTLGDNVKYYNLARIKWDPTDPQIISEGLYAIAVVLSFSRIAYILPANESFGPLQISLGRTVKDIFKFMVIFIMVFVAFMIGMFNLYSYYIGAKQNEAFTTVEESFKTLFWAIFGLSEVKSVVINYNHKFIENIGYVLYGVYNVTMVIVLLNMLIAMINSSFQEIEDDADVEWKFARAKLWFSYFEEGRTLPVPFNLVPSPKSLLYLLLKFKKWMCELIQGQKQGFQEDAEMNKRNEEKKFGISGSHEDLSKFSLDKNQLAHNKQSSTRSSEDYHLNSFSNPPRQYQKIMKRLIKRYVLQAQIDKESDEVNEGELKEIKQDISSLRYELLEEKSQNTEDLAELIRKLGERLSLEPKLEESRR
RGS4 inh = human RGS4 inhibition; 0.45% of 310,000 active; HEK293 M3R/RGS4 inducible, Fluo-4 calcium flux; hits give high values; triggered by carbachol at its EC20; P49798; B-score at 10 µM;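 active = B-score, a plate-corrected calcium signal, over three deviations above library mean, with baseline fluorescence within five deviations of library mean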;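 also: RGS4 expression induced by doxycycline in cells with stable M3 receptor; B-score is computed from the integrated fluorescence ratio over baseline after carbachol; higher B-score means a larger calcium signal and so more RGS4 inhibition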
Target sequence (P49798 whole entry, looked up): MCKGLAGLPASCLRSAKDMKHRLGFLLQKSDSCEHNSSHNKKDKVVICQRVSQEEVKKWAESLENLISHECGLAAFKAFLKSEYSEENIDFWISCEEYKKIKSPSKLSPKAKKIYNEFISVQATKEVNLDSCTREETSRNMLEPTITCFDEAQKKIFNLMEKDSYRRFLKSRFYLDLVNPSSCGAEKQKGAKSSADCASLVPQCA
TRPC6 inh = inhibitors of mouse TRPC6 channel; Q61143; HEK293-TRPC6, membrane potential dye, ACh-evoked depolarization; hits give low values; B-score at 10 µM; 1.1% of 310,000 active;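 active = B-score under library mean minus 3 SD, initial fluorescence not abnormally high, positive integrated signal ratio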;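 also: B-score derived from integrated fluorescence ratio over the kinetic read; more negative B-score means stronger inhibition of depolarization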
MrgX1 ag = activates human MrgX1 receptor signaling. Q96LB2. MrgX1-HEK293 cells, Fluo-4 calcium fluorescence, agonist mode; hits give high values. B-score at 10 µM. 0.44% of 310,000 active. AID 588627;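 active = calcium response B-score plate-corrected fluorescence ratio at least 3 library SD, with starting fluorescence B-score inside 5 SD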
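Material: MrgX1-expressing HEK293 cells / Dosing: compound as first of three additions / Incubation: overnight seeding, then 1 h dark dye loading / Signal: Fluo-4 NW calcium fluorescence / Evaluation: B-scored fluorescence response ratio / Benchmarks: positive and negative control wells on each plate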
Platelet DG rel = modulates dense granule release in human platelets. human platelet-rich plasma, SFLLRN dense granule ATP release, luminescence. inhibition, %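 (compounds screened at 7.5 µM in platelet-rich plasma)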. 0.22% of 300,000 active. AID 1663;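 active = mean replicate score, as percent of positive control, at or above 50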
TRPC4 inh = blocks the mouse TRPC4 cation channel; HEK293 TRPC4beta/mu-opioid, DAMGO-evoked Fluo4 calcium flux; hits give low values; 0.39% of 300,000 active; B-score at 10 µM;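 active = B-score over 3 SD under the library average, no early fluorescence shift, positive overall ratio signal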
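Assay system: HEK293 cells with stable TRPC4beta plus mu-opioid receptor expression. Dosing: single dose. Measured by: Fluo4 Ca2+ flux fluorescence. Also added: DAMGO in two steps, submaximal then maximal. Read-out: B score from integrated Fluo4 fluorescence ratio.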
RGS4 act = potentiators or activators of RGS4; HEK293 M3R/inducible RGS4, carbachol calcium flux Fluo4; hits give low values; 0.92% of 310,000 active; B-score at 10 µM;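 active = B-score of the integrated calcium signal more than 4 SD below the library mean, with starting fluorescence not abnormally high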;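 also: negative B-score means reduced calcium response which marks RGS4 activation or potentiation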
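test system = M3R-expressing HEK293 line, RGS4 induced by doxycycline | probe or stimulus = carbachol at ECmax as muscarinic agonist stimulus | timing = dye loading 30 min 37 °C, buffer rest 30 min RT | signal = calcium dye Fluo4 fluorescence | evaluation = B score from integrated fluorescence ratio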
MrgX1 allo act = human MrgX1 positive allosteric modulation, primary screen; B-score at 10 µM; Q96LB2; MrgX1-HEK293, Fluo-4 calcium flux, FDSS; hits give high values; 0.63% of 310,000 active; AID 588675;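 active = plate-corrected calcium response at least 3 library SD above typical, normal starting fluorescence, not activating the receptor alone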;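 also: compound read alongside a low EC10 to EC30 dose of BAM8-22 agonist; peak minus trough fluorescence over baseline measured at the second addition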
MrgX1 antagonist = antagonists of human MrgX1 receptor; Q96LB2; MRGX1-HEK293 calcium flux, Fluo-4, BAM8-22 antagonism; hits give low values; B-score at 10 µM; 1.3% of 310,000 active; AID 588676;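 active = calcium-response B-score plate-corrected more than 3 library SD below zero, starting fluorescence within 5 deviations, no agonist response on first addition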;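 also: peak minus trough fluorescence over baseline after final BAM8-22 challenge near maximal dose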
SKKanGAS inh = inhibitors of SKKanGAS S. pyogenes growth in kanamycin (SK-promoter or general growth effect); BacTiter-Glo, 6 h; inhibition, % at 7.5 µM; 1.3% of 300,000 active; AID 1662;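 active = mean replicate score, as percent of positive control median, at least 50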;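 also: strain carries kanamycin resistance gene driven by streptokinase promoter and grows in 40 µg/ml kanamycin; loss of luminescence reflects streptokinase promoter inhibition or plain growth inhibition; 0% = median of DMSO wells and 100% = positive control at its reference dose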
HIF act = HIF pathway transcriptional activation; U2OS HRE-luciferase reporter, luminescence; normalized: DMSO 0%, desferrioxamine 100%; activation, % at 7.5 µM (by protocol); 0.32% of 300,000 active; AID 1910;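 active = mean activation of at least 10% of the iron chelator positive control signal, with at least half of replicates also reaching 10%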
* marks the source's active call; other numbers are inactive results; i = inactive; nt = no result given.

canonical_smiles,TRPC6 activator,RGS4 inh,TRPC6 inh,MrgX1 ag,Platelet DG rel,TRPC4 inh,RGS4 act,MrgX1 allo act,MrgX1 antagonist,SKKanGAS inh,HIF act
O=C(O)CC(C(=O)O)c1cn(Cc2ccccc2)c2ccccc12 (configuration not stated),i,i,i,i,1,i,i,i,i,2,0.2
Clc1cnc(Nc2cccnc2)c(Cl)c1,i,i,i,i,1,i,i,i,i,8,-0.2
O=C(O)C1CCCCC1C(=O)Nc1ccc(S(=O)(=O)N2CCCCCC2)cc1 (configuration not stated),i,i,i,i,-5,i,i,i,i,1,0.3
COc1ccc(CCN(C)c2ccc(C(N)=O)cc2[N+](=O)[O-])cc1OC,i,i,i,i,21,i,i,i,i,-2,-0.4
O=C(Nc1ccccc1Cl)c1ccn[nH]1,i,i,i,i,0,i,i,i,i,1,1.1
O=C(O)/C=C/C(=O)Nc1ccc(Cl)c(C(=O)O)c1,i,i,i,i,-12,i,i,i,i,1,-0.3
CC(NC(=O)c1cccc(Br)c1)c1ccccc1 (configuration not stated),i,i,i,i,0,i,i,i,i,3,-0.1
CCc1cc(=O)oc2cc(OCC(=O)N3CCCc4ccccc43)ccc12,i,i,i,i,2,i,i,i,i,-7,nt
CC(=O)Nc1ccc(-c2nn[nH]n2)cc1Cl,i,i,i,i,1,i,i,i,i,0,0.4
CS(=O)(=O)N1CCN(C/C=C/c2ccccc2)CC1,i,i,i,i,6,i,i,i,i,0,-0.6
O=C(O)C1CCCN1C(=O)OCC1c2ccccc2-c2ccccc21 (configuration not stated),i,i,i,i,-15,i,i,i,i,-9,0.3
O=C(NCCC1=CCCCC1)C1CCN(S(=O)(=O)c2cccs2)CC1,i,i,i,i,-3,i,i,i,i,-2,0.0
CCn1c(CNc2ccc(C)cc2)nnc1SCC(=O)NCc1ccccc1,i,i,i,i,15,i,i,i,i,nt,-0.3
COc1cccc(CN(C)CC(O)COc2cc(Cl)ccc2Cl)c1 (configuration not stated),i,i,i,i,6,i,i,i,i,2,-1.4
CCOc1ccc(N2CC(C(=O)OC)CC2=O)cc1 (configuration not stated),i,i,i,i,6,i,i,i,i,-1,-0.4
O=C(N/N=C/c1ccccn1)c1ccc([N+](=O)[O-])cc1,i,i,i,i,-3,i,i,i,i,3,2.6
COc1ccc(-c2cc(C(=O)OCC(=O)c3ccc(C)c([N+](=O)[O-])c3)c3ccccc3n2)cc1,i,i,i,i,-8,i,i,i,i,10,0.6
CCC1(CC)NC(=O)N(CC(=O)OC(C)C(=O)Nc2ccc(NC(C)=O)cc2)C1=O (configuration not stated),i,i,i,i,-2,i,i,i,i,-9,0.0
Cc1c(C(=O)NNC(=S)Nc2cccc(Cl)c2)nnn1-c1ccccc1,i,i,i,i,4,i,i,i,i,11,nt
Cc1nnc(NC(=O)c2nn(CC(C)C)c(=O)c3ccccc23)s1,i,i,i,i,0,i,i,i,i,-2,0.3

The listing continues.
canonical_smiles,TRPC6 activator,RGS4 inh,TRPC6 inh,MrgX1 ag,Platelet DG rel,TRPC4 inh,RGS4 act,MrgX1 allo act,MrgX1 antagonist,SKKanGAS inh,HIF act
Cc1csc2c(N3CCN(C(=O)Nc4ccccc4)CC3)ncnc12,i,i,i,i,15,i,i,i,i,1,-0.7
CN(C)c1nnnn1-c1ccc(Cl)cc1Cl,i,i,i,i,1,i,i,i,i,2,0.1
CCn1cc(C(=O)O)c(=O)c2cc(F)c(N3CCN(S(=O)(=O)c4ccc5c(c4)OCCO5)CC3)cc21,i,i,i,i,10,i,i,i,i,60*,1.5
OC1CCN(c2ncnc3c2nnn3Cc2c(F)cccc2Cl)CC1,i,i,i,i,-2,i,i,i,i,15,-34
CS(=O)(=O)c1ccc(Cl)c(NC(=O)COC(=O)c2ccc(F)cc2Cl)c1,i,i,i,i,-3,i,i,i,i,-7,0.2
CCOC(=O)C1CCCN(S(=O)(=O)c2ccccc2)C1 (configuration not stated),i,i,i,i,3,i,i,i,i,6,1.4
CCOc1ccc(CN(CCO)CCO)cc1[N+](=O)[O-],i,i,i,i,1,i,i,i,i,-7,-0.1
O=C(NCC1CCN(C(=O)c2cccc([N+](=O)[O-])c2)CC1)c1cccc([N+](=O)[O-])c1,i,i,i,i,1,i,i,i,i,6,-0.5
OC(COC1CCCCC1)CN1CCN(c2ccccc2)CC1 (configuration not stated),i,i,i,i,-12,i,i,i,i,nt,-0.1
CCC1CCCCN1C(=O)CSC1=NN2CCCC(=O)N=C2S1 (configuration not stated),i,i,i,i,4,i,i,i,i,-7,-0.1
COc1cccc(C2NC(=S)NC(C)=C2C(=O)c2ccccc2)c1OC (configuration not stated),i,i,i,i,-5,i,i,i,i,1,0.6
CCCC(=O)c1cc2cc(Cl)ccc2oc1=O,i,i,i,i,-5,i,i,i,i,7,0.1
O=S(=O)(c1ccc(S(=O)(=O)N2CCCC2)cc1)N1CCCCCC1,i,i,i,i,2,i,i,i,i,-5,-0.4
CCOc1ccc(C(=O)NCC(=O)OCc2c(F)cccc2Cl)cc1OCC,i,i,i,i,-13,i,i,i,i,-1,-0.1
CC(=O)c1ccccc1OC(=O)c1ccc(-c2ccccc2)cc1,i,i,i,i,16,i,i,i,i,-2,1.2
CCN(CC)c1cc(C)c2cc(NC(=O)c3cccs3)ccc2n1,i,i,i,i,6,i,i,i,i,2,2.2
COc1ccc(/C=c2\s/c(=C\C(=O)C(C)(C)C)[nH]c2=O)cc1O,i,i,i,i,-2,i,i,i,i,7,0.0
Cc1ccc(CNC(=O)CSc2nnnn2C)cc1,i,i,i,i,-3,i,i,i,i,3,0.0
Cc1ccc2nc(N3CCN(c4cccc(C)c4C)CC3)c3nnnn3c2c1,i,i,i,i,0,i,i,i,i,1,0.0
O=C(Nc1cccc(C(F)(F)F)c1)c1cccnc1N1CCCC1,i,i,i,i,-2,i,i,i,i,-2,-0.2

(continued)
canonical_smiles,TRPC6 activator,RGS4 inh,TRPC6 inh,MrgX1 ag,Platelet DG rel,TRPC4 inh,RGS4 act,MrgX1 allo act,MrgX1 antagonist,SKKanGAS inh,HIF act
CCOC(=O)CC(=O)CSc1nc2c(C)c(C)ccc2cc1C,i,i,i,i,-3,i,i,i,i,13,0.6
COc1ccc(CCNC(=O)C2CCN(S(=O)(=O)c3cnc[nH]3)CC2)cc1OC,i,i,i,i,nt,i,i,i,i,5,-1.1
COc1ccc(NC(=O)Nc2ccc(Br)cn2)cc1,i,i,i,i,-7,i,i,i,i,-18,40*
O=C(N/N=C/c1cc([N+](=O)[O-])ccc1O)c1cccc(NC(=O)c2cccc(Cl)c2)c1,i,i,i,i,-6,i,i,i,i,77*,-0.2
COCCN(CCOC)Cc1c(C)[nH]c2ccccc2c1=O,i,i,i,i,0,i,i,i,i,3,-0.4
Cc1ccc(-c2cc(C(=O)Nc3c(C)n(C)n(-c4ccccc4)c3=O)[nH]n2)c(O)c1C,i,i,i,i,15,i,i,i,i,5,-0.3
O=C1c2ccccc2C(Nc2ccc(S(=O)(=O)N3CCOCC3)cc2)N1c1ccccn1 (configuration not stated),i,i,i,i,-4,i,i,i,i,1,0.2
Cc1ccc(NS(=O)(=O)c2ccc(NC(=O)C(C)Sc3ccc(Cl)cc3)cc2)c(C)c1 (configuration not stated),i,i,i,i,5,i,i,i,i,28,-0.4
COc1ccccc1CNC(=O)CC(C)c1ccccc1 (configuration not stated),i,i,i,i,-10,i,i,i,i,-5,1.0
CCCNC(=S)NC1CCCC1,i,i,i,i,10,i,i,i,i,1,-0.4
CCCCCCCC[n+]1cccc(C(=O)N(CC)CC)c1,i,i,i,i,-4,i,i,i,i,4,0.1
Cc1cc(C)cc(OCC(=O)N/N=C/c2ccccn2)c1,i,i,i,i,14,i,i,i,i,-2,0.4
Cc1ccc(COC(=O)CCc2nc3ccccc3c(=O)[nH]2)cc1,i,i,i,i,-9,i,i,i,i,-39,-0.3
c1ccc(-c2cc3c(N4CCCCC4)ncnc3s2)cc1,i,i,i,i,0,i,i,8.9*,i,6,-0.2
C[C@H](NC(=O)c1nc[nH]c1C(=O)NCCCCCN)C(=O)OCc1ccccc1,i,i,i,i,2,i,i,i,i,5,-0.6
CCOc1cc(S(=O)(=O)NC2CC(C)(C)NC(C)(C)C2)ccc1Cl,i,i,i,i,-1,i,i,i,i,-2,0.4
Nc1nc2ccccc2[nH]1,i,i,i,i,4,i,i,i,i,-2,0.7
COc1ccc(OC)c(C(=O)N2CCC(CCC(=O)NC3CC3)CC2)c1,i,i,i,i,4,i,i,i,i,-1,0.0
Cc1cc(C)cc(OCC(=O)N/N=C/c2ccc([N+](=O)[O-])o2)c1,i,i,i,i,-1,i,i,i,i,-6,0.7
CC1=CC(=O)C=CC1(C)C(Cl)Cl (configuration not stated),i,i,i,i,-1,i,i,i,i,0,-0.2

Continuation:
canonical_smiles,TRPC6 activator,RGS4 inh,TRPC6 inh,MrgX1 ag,Platelet DG rel,TRPC4 inh,RGS4 act,MrgX1 allo act,MrgX1 antagonist,SKKanGAS inh,HIF act
Cc1ccc(C(C)C)cc1NC(=O)Nc1ccc([N+](=O)[O-])cc1,i,i,i,i,5,i,i,i,i,88*,-2.3
COc1ccc(-c2nnc(SCC(=O)NCC3CCCO3)o2)cc1 (configuration not stated),i,i,i,i,13,i,i,i,i,1,-0.7
O=C(Nc1ncccc1O)c1ccc(OCC2CCCO2)cc1 (configuration not stated),i,i,i,i,31,i,i,i,i,2,-0.6
CN(Cc1ccccc1)C(=O)[C@@H]1CCCN1S(=O)(=O)c1ccc(Cl)cc1,i,i,i,i,-36,i,i,i,i,1,-1.5
CC1CCCC(n2c(=S)[nH]c3ccccc3c2=O)C1C (configuration not stated),i,i,i,i,17,nt,i,i,i,19,-0.4
O=C(c1ccc(S(=O)(=O)N2CCOCC2)cc1)N1CCN(c2ccccc2F)CC1,i,i,i,i,-2,i,i,i,i,-3,0.1
NC(=O)c1ccccc1NC(=S)NC(=O)c1ccc(Br)o1,i,i,i,i,-2,i,i,i,i,1,1.2
O=C(NCc1ccccn1)C1COc2ccccc2O1 (configuration not stated),i,i,i,i,3,i,i,i,i,-4,3.3
Cc1ccc(N(C(=O)c2ccccn2)C2(C(=O)NC3CCCC3)CCCCC2)cc1,i,i,i,i,-8,i,i,i,i,-8,-0.1
COc1cccc(CN(C)CC(=O)NCc2ccccc2Cl)c1OC,i,i,i,i,-3,i,i,i,i,4,0.4

Screening results as filed in PubChem BioAssay.
